KOR beta-arrestin-1: KOR antagonists, beta-arrestin recruitment, cell-based, luminescence, uHTS (AID 1778) | 290,000 tested, 0.091% active | Kappa-type opioid receptor (Homo sapiens) | KOR beta-arrestin recruitment, luminescence, antagonist mode; higher % means a stronger effect | inhibition, % at 10 µM, or IC50 in µM where a hit was titrated; note: strong numbers were not always called active
NOD2 inhibition: NOD2 signaling inhibitors, cell-based, luminescence, uHTS, HEK293 (AID 1566); HEK293 NOD2/NF-kB luciferase reporter, luminescence; higher % means a stronger effect; one-dose inhibition, % at 4 µM; EC50 in µM for titrated hits; 290,000 tested, 0.63% active; note: many of its hits are not listed in these tables
P. falciparum M1AAP: P. falciparum M1AAP inhibitors, biochemical, fluorogenic H-Leu-NHMec substrate, 1536-well (AID 1445) | Aminopeptidase N (Plasmodium falciparum (isolate 3D7)) | recombinant M1AAP, H-Leu-NHMec fluorogenic kinetic assay; higher % means a stronger effect | 220,000 tested, 0.42% active | inhibition, % at 30 µM, or IC50 in µM where a hit was titrated;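 active = primary inhibition above the hit cutoff, then over 50% inhibition at one or more dose response concentrations, cut at about 23% in these data, passing the limit was not always enough; inconclusive = conflicting primary data, or primary hits not chosen for dose response; inactive = low primary inhibition, or under 50% at every dose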;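 note: plate controls were DMSO full reaction for no effect and no enzyme background for full effect; strong numbers were not always called active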
KOR beta-arrestin-2: KOR agonists, beta-arrestin recruitment, primary screen, cell-based, luminescence, uHTS (AID 1777) | Kappa-type opioid receptor (Homo sapiens) | KOR beta-arrestin recruitment, luminescence; higher % means a stronger effect | 280,000 tested, 0.02% active | one-dose activation, % at 10 µM; EC50 in µM for titrated hits; in the data active = activation above about 50%, passing the limit was not always enough; note: a part of the inactive calls stands beside numbers as strong as those of hits
M17LAP inhibition: P. falciparum M17LAP inhibitors, primary screen, biochemical, fluorogenic H-Leu-NHMec substrate, 1536-well (AID 1619); 220,000 tested, 0.38% active; recombinant M17LAP, H-Leu-NHMec fluorogenic kinetic assay; higher % means a stronger effect; inhibition, % at 30 µM, or IC50 in µM where a hit was titrated; Leucine aminopeptidase (Plasmodium falciparum (isolate 3D7));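 active = compound inhibiting the enzyme by more than half at any dose during confirmatory dose-response retesting; inconclusive = strong single-dose inhibitors picked by rank but not retested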;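 note: plate controls were full reaction with DMSO carrier for no effect and no enzyme background for full effect; strong numbers were not always called active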
GPR55 activation: GPR55 agonists via beta-arrestin recruitment, primary screen, imaging, U2OS cells, beta-arrestin-GFP redistribution (AID 1961); G-protein coupled receptor 55 (Homo sapiens); U2OS GPR55 beta-arrestin-GFP redistribution imaging; higher % means a stronger effect; activation, % at 10 µM, or EC50 in µM where a hit was titrated; 290,000 tested, 0.048% active;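 active = activation above 40% with more than 50 cells counted in the well; inconclusive = wells holding fewer than 50 cells, flagged as toxic or sparse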;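 note: U2OS osteosarcoma cells stably expressing GPR55 and beta-arrestin-GFP; plate controls were DMSO negative control for no effect and LPI positive control for full effect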
Dynein cargo inh: inhibitors of GR-EGFP nuclear translocation, primary screen, dynein cargo transport inhibitor project, imaging, high-content, 3617.4 mouse cells | z-score, hits read low | AID 1381, 2008 | test concentration mostly 20 µM; stimulated with dexamethasone, 1 µM; active compounds read low | 220,000 tested, 0.47% active;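 active = plate z-score of nuclear minus cytoplasmic receptor signal below a set negative limit, without overly bright fluorescence or cell loss, cut at about -3.5 in these data, passing the limit was not always enough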;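 note: z-score of nuclear minus cytoplasmic ring GR-EGFP intensity difference per well; some compounds called inactive have numbers as strong as hits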
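medium = tetracycline-free induction medium containing charcoal-stripped FBS | probe or stimulus = dexamethasone, 1.0 µM final | timing = 48 h induction, then 1 h compound, then 30 min agonist, 37 °C | detection = automated 10x imaging of fixed Hoechst-stained cells | read-out basis = nuclear versus cytoplasmic GR-EGFP signal, averaged per well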
NOD1 inhibition: NOD1 signaling inhibitors, primary screen, cell-based, luminescence, uHTS (AID 1578). NOD1-driven NF-kB luciferase reporter cells, luminescence; higher % means a stronger effect. 290,000 tested, 1% active. inhibition, % at 4 µM; hits with a dose series show EC50 in µM; in the data active = inhibition mostly above about 36%, no sharp cut-off; inactive = mostly below about 34%;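 note: HEK-293T reporter cells stimulated with the NOD1 agonist gamma-tri-DAP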
AID2073: inhibitors of Mint1-CaV2.2 protein interaction, biochemical, HTRF (AID 2073); Voltage-dependent N-type calcium channel subunit alpha-1B (Homo sapiens); HTRF protein-protein interaction, Mint1-CaV2.2; higher % means a stronger effect; one-dose inhibition, % at 20 µM; IC50 in µM for titrated hits; 290,000 tested, 0.19% active; in the data active = inhibition mostly above about 51%, no sharp cut-off; inconclusive = no clear call, values can overlap the other calls; inactive = mostly below about 53%; note: some results filed as inactive read as strong as hits
Dynein cargo inh cytoplasmic EGFP: second read-out of Dynein cargo inh, no call of its own (marks repeat the call); z-score; measured here: cytoplasmic GR-EGFP intensity; active compounds read high
Dynein cargo inh nuclear GR-EGFP: further read-out of Dynein cargo inh, marked with its call; z-score; measured here: nuclear GR-EGFP intensity;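 lower value marks the stronger effect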
Dynein cargo inh cell count: also measured in Dynein cargo inh; calls as there; z-score; measured here: cell count per field
Numbers without * were called inactive; ? = inconclusive; / = not tested or not shown; [ ] = remark or other dose. Cut-off read from the data, not from the text of the source, unless noted: active = inhibition above about 50%; inactive = the rest. These rows are one share of the data; count on the stated rates, not on these rows.

no.	Compound	KOR beta-arrestin-1	NOD2 inhibition	P. falciparum M1AAP	KOR beta-arrestin-2	M17LAP inhibition	GPR55 activation	Dynein cargo inh	Dynein cargo inh cytoplasmic EGFP	Dynein cargo inh nuclear GR-EGFP	Dynein cargo inh cell count	NOD1 inhibition	AID2073
1	CN1CCN(Cc2cccc3ncccc23)CC1CCO (centres undefined)	1%	-19%	/	2.0%	/	-0.3%	/	/	/	/	-11%	0%
2	C=C(C)CSC1=C(C#N)C(c2ccsc2)CC(=O)N1 (centres undefined)	-38%	-5%	0%	-0.7%	-1%	0.2%	2	-0.066	2.1	-0.83	-2%	-16%
3	CCn1c(CNC(=O)COc2ccc(C(C)C)cc2)nnc1SCC(=O)Nc1ccccc1F	-13%	-8%	-3%	3.4%	11%	0.0%	0.57	0.0033	0.99	0.52	17%	-12%
4	Cc1ccc2[nH]c(=O)c3cc(C(=O)NCCN4CCN(C)CC4)sc3c2c1	-12%	11%	11%	-4.6%	-67%	-0.1%	-0.89	-0.23	-0.46	0.45	-25%	27%
5	COc1ccc(N2CCN(C(=O)c3cc(=O)c4cc(Cl)ccc4o3)CC2)cc1	-43%	15%	/	-1.0%	/	0.0%	/	/	/	/	3%	-6%
6	S=C(Nc1ccc(Br)cc1Cl)Nn1cnnc1	-14%	5%	8%	-1.6%	5%	0.3%	-0.22	-0.23	0.1	-0.21	-22%	38%
7	Cc1ccc(N2CC(C(=O)Nc3ccc(C)c(S(=O)(=O)N(C)C)c3)CC2=O)cc1 (centres undefined)	1%	14%	1%	-3.2%	6%	-0.4%	-0.74	-0.2	-0.57	2.1	-28%	-1%
8	CSc1ccccc1NC(=O)c1ccccc1	-8%	6%	5%	-0.3%	10%	-0.3%	-0.12	-0.2	-0.37	1.1	-22%	8%
9	O=C(O)c1cccc(CSc2nc(-c3ccccc3)cc(C(F)(F)F)n2)c1	-43%	10%	3%	14%	34%	-0.3%	-0.12	-0.27	-0.4	0.55	-22%	2%
10	Cc1cc(C)n2nc(C(=O)OCC(=O)Nc3ccc4c(c3)OC(F)(F)O4)nc2n1	4%	5%	4%	/	-4%	0.0%	-0.96	0.31	-0.22	-1.4	-9%	-2%
11	CC(c1ccccc1)n1cc(C(=O)NCCCn2ccnc2)nn1 (centres undefined)	-11%	13%	2%	2.2%	2%	-0.2%	-0.79	-0.022	-0.39	0.71	-9%	-9%
12	CCn1cc(C(=O)O)c(=O)c2cc(F)c(N3CCN(C(=S)NC(=O)c4ccc(OC)cc4)CC3)cc21	28%	12%	/	-1.8%	/	-0.2%	/	/	/	/	-17%	-6%
13	Cc1ccccc1CC(=O)N1CCOCC1	-21%[20 µM]	1%	/	-2.5%	/	-0.4%	/	/	/	/	-41%	4%
14	N#Cc1cnn2ccc(-c3cc(N4CCOCC4)ccc3[N+](=O)[O-])nc12	22%	4%	11%	-6.8%	10%	-0.3%	-0.31	-0.32	-0.21	-0.27	-24%	-4%
15	Cc1ccc(C(=O)Nc2ccccc2C(=O)O)cc1NC(=O)COc1c(C)cccc1C	-20%[20 µM]	12%	5%	-2.3%	24%	0.2%	0.11	-0.24	0.56	0.35	-24%	20%
16	N#Cc1c(-c2ccccc2)nc(SCc2ccc([N+](=O)[O-])cc2)[nH]c1=O	-30%[20 µM]	3%	/	-3.2%	/	-0.2%	/	/	/	/	-8%	10%
17	CCC(=O)Nc1nnc(SCC(=O)Nc2cccc(Cl)c2)s1	0%	14%	/	4.5%	/	0.0%	/	/	/	/	-25%	7%
18	Cc1nc(NCc2ccco2)c2oc3ccccc3c2n1	7%	6%	26%*	-1.6%	2%	-0.2%	1.1	-0.38	0.33	-0.058	18%	1%
19	O=C(O)c1ccc(/C=N/Nc2ncc(Cl)cc2Cl)cc1	-16%	-7%	/	0.2%	/	0.0%	/	/	/	/	-6%	6%
20	NC(=O)[C@H]1CC2(CC(c3cccc(NC(=O)COc4ccc(Cl)cc4)c3)=NO2)CN1C(=O)Cc1ccc([N+](=O)[O-])cc1 (some centres undefined)	15%	28%	-2%	0.2%	-4%	-0.1%	0.33	-0.62	0.31	-0.57	17%	44%
21	Cc1cc(C)n(-c2nc3ccccc3c(=O)n2OCc2ccc(F)cc2)n1	-33%	1%	8%	2.5%	-8%	0.2%	-0.075	-0.062	0.01	0.14	-11%	7%
22	O=C(Cc1c[nH]c2ccccc12)N/N=C/c1cccc(F)c1	8%	7%	4%	-2.0%	0%	0.2%	0.32	-0.19	0.22	-0.07	-27%	-2%
23	CCOC1OC(=O)C(Cl)=C1Nc1cc(C)ccc1C (centres undefined)	24%	3%	1%	-5.5%	-2%	-0.4%	0.7	-0.25	0.32	-0.0049	-25%	-4%
24	COC(=O)c1ccccc1NC(=S)NC(=O)c1ccc2ccccc2c1	14%	7%	7%	-2.4%	2%	1.6%	0.062	-0.25	-0.12	0.072	4%	-13%
25	CC(C)(C)c1cc(NC(=O)C2CCCO2)no1 (centres undefined)	5%	-33%	9%	-1.3%	-1%	-0.1%	0.016	-0.18	-0.24	0.57	-39%	0%
26	CCn1ncc(Cl)c1C(=O)Nc1ccncc1	-80%	-2%	2%	5.9%	6%	-0.1%	-0.48	-0.25	-0.26	-0.13	22%	-1%
27	Cc1cc(NC(=O)CCSc2ccccc2)ccc1Br	10%	-40%	15%	2.1%	10%	0.2%	0.83	0.022	0.68	-1.1	-29%	-10%
28	O=C(CCC(=O)N(CC(=O)NC1CCCCC1)Cc1cccs1)Nc1nccs1	21%	12%	9%	-1.8%	14%	-1.9%	-0.56	-0.18	0.32	-0.45	2%	-6%
29	OCCCn1c(CCCNc2nc(-c3cccc(Br)c3)cs2)nc2cc(Cl)c(N3CCCCC3)cc21	-26%[20 µM]	4%	/	-3.1%	/	11%	/	/	/	/	-6%	-3%
30	CCOc1c(CNCCN2CCOCC2)cccc1OC	10%	-2%	4%	-0.5%	18%	-0.2%	0.68	-0.19	0.32	0.3	-13%	?
31	O=[N+]([O-])c1ccc2[nH]c3c(c2c1)CCCC3O (centres undefined)	-13%[20 µM]	-6%	6%	/	3%	-0.1%	0.017	-0.24	0.11	-0.05	-10%	19%
32	O=C(Nc1ccc(Br)cc1F)c1ccncc1	-14%	-2%	10%	1.6%	17%	-0.3%	-0.67	-0.27	-0.078	-0.22	-14%	-3%
33	COc1cc(S(=O)(=O)N2CCOCC2)ccc1NC(=O)COC(=O)c1ccccn1	29%	2%	0%	6.6%	-3%	-0.2%	-0.16	-0.34	0.22	0.57	-24%	0%
34	S=c1[nH]nc(-c2ccccc2)n1/N=C/c1cccc(Cl)c1	-77%[20 µM]	19%	/	-3.3%	/	-0.3%	/	/	/	/	36%	-38%
35	CC(=O)c1cccc(NC(=O)c2cccc(S(=O)(=O)N3CCOCC3)c2)c1	-25%	-6%	/	3.9%	/	/	/	/	/	/	-14%	6%
36	CN(C)CCN1C(=O)c2oc3ccccc3c(=O)c2C1c1cccc(Br)c1 (centres undefined)	7%	-20%	6%	13%	5%	0.4%	-0.29	-0.31	0.14	-0.025	-25%	-2%
37	CC1CCCN(S(=O)(=O)c2ccc(S(=O)(=O)N3CCCC3)cc2)C1 (centres undefined)	19%	11%	/	-2.1%	/	0.1%	/	/	/	/	6%	5%
38	COc1ccc(C2C3=C(CCCC3=O)Nc3nc(-c4cc(OC)c(OC)c(OC)c4)nn32)cc1OC (centres undefined)	-35%	7%	6%	-2.5%	-4%	-0.3%	-0.038	-0.3	-0.098	0.025	-20%	10%
39	COc1cc(C(=O)NCCC(=O)NCCCN2CCCCC2)cc(OC)c1OC	23%	-1%	-4%	3.9%	-2%	-0.1%	-0.1	-0.24	0.72	0.26	-24%	-4%
40	COCCCNC(=O)CNC(=O)c1nn(-c2ccc(OC)cc2)c(=O)c2ccccc12	30%	-156%	/	-3.6%	/	-0.2%	/	/	/	/	-18%	3%
41	O=C(CN1CCN(C(=O)c2c(F)cccc2F)CC1)Nc1ccccc1C(F)(F)F	-42%	-17%	/	3.7%	/	0.0%	/	/	/	/	-9%	2%
42	O=C(Nc1cc(Sc2nc3ccccc3s2)cc([N+](=O)[O-])c1)c1ccccc1	-19%	22%	4%	4.3%	-5%	-0.3%	0.43	-0.26	0.45	0.12	2%	21%
43	Brc1ccccc1-c1cnco1	-5%	0%	-5%	-6.3%	-6%	-0.2%	0.41	-0.33	0.31	-0.012	-18%	18%
44	CCOc1ccc(NC(=O)Nc2cc(C(C)C)c(O)cc2C)cc1	22%	1%	-2%	5.3%	1%	1.0%	-0.96	-0.29	-0.43	1.2	5%	-6%
45	CC1=CN2C(=NC(=O)CC2(C)C(=O)N(CC(=O)NC2CCCC2)Cc2ccc(Cl)cc2)C=C1 (centres undefined)	-13%	0%	/	0.4%	/	-0.1%	/	/	/	/	1%	0%
46	COCCNC(=O)/C(C#N)=C/c1cc(C)n(-c2ccc(C)cc2)c1C	-34%[20 µM]	-172%	6%	/	9%	-0.1%	-0.22	-0.067	-0.098	-0.69	-44%	-4%
47	CN(CCc1ccccn1)C1CCCN(S(=O)(=O)c2ccc(F)c(Cl)c2)C1 (centres undefined)	-39%	-11%	/	9.0%	/	-0.1%	/	/	/	/	-18%	8%
48	COc1ccccc1/C=C1\SC(=S)N(CCC(=O)Nc2ccc(C(=O)O)c(O)c2)C1=O	-12%	0%	/	-10%	/	-0.3%	/	/	/	/	1%	11%

From PubChem BioAssay
